Screens deposited in PubChem by Sanford-Burnham Center for Chemical Genomics.
DUSP3 inh: inhibitors of human VHR1 phosphatase (DUSP3) | P51452 | recombinant VHR phosphatase, colorimetric substrate read-out | inhibition, % at 20 µM | 50,000 compounds, 0.7% hits; in the data active means inhibition above about 60%; further: some results filed as inactive read as strong as hits
Target sequence (P51452 whole entry, looked up): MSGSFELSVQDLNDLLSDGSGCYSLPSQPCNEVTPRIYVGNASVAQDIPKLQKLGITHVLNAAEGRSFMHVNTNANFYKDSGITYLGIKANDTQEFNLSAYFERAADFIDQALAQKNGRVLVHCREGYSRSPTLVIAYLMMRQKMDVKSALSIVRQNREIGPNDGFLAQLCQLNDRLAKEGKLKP
Starred values were filed as active, the others as inactive. Some of the compounds tested, so the mix of outcomes need not match the whole.

A first look:
SMILES | DUSP3 inh
CS(=O)(=O)N(Cc1ccc(C(=O)Nc2cccc(C(F)(F)F)c2)cc1)c1ccccc1 | 4
CCN(CC)c1ccc(N=Cc2c(O)n(C)c(=O)n(C)c2=O)cc1 | 6

This part in full (from the top)
SMILES | DUSP3 inh
CS(=O)(=O)N(Cc1ccc(C(=O)Nc2cccc(C(F)(F)F)c2)cc1)c1ccccc1 | 4
CCN(CC)c1ccc(N=Cc2c(O)n(C)c(=O)n(C)c2=O)cc1 | 6
COc1cccc(N2C(=O)/C(=C/c3ccc(C)o3)SC2=S)c1 | 2
O=C1NN(c2ccccc2)C(=O)C2C3C=CC(C4CC34)C12 (centres undefined) | 8
Cc1ccc(-c2nc3ncccc3o2)cc1NC(=O)C(C)C | 1
Cc1nn(Cc2cccc(Cl)c2)c(N)c1-c1ccccc1 | -22
C=CCNC(=O)C(=O)NCCCOC | -16
CC1(C)CC(=O)C2=C(C1)NC1=C(C(=O)CC(C)(C)C1)C2c1ccc2c(c1)OCO2 | -5
Cc1cccc(-c2cc(C(=O)Nc3ccccc3C(N)=O)c3ccccc3n2)c1 | -6
O=S(=O)(c1ccc(Oc2ccccc2)cc1)N1CCCCCC1 | -20
COc1ccc(CN2CCN(C3CCC(c4ccccc4)CC3)CC2)c(OC)c1 (centres undefined) | 9
COc1ccccc1OCC(=O)NCCc1nc2ccccc2[nH]1 | -7
O=C(COc1ccc(Br)cc1)Nc1cc(Cl)c(Cl)cc1Cl | 4
O=C(N/N=C/c1cc([N+](=O)[O-])ccc1O)Nc1ccccc1 | -10
COc1ccc(C(=O)NCCSc2ccc(C)cc2)cc1 | -8
CCCC(=O)Nc1sc2c(c1C(=O)OCC)CCCC2 | 6
COc1cccc(-c2nc(-c3ccccc3)no2)c1 | -59
COC(=O)C1=C(C)NC(=O)NC1c1ccc(OC(=O)c2cccs2)c(OC)c1 (centres undefined) | -11
O=C(Nc1cccc(-c2nc3ccccc3s2)c1)c1ccc(S(=O)(=O)N2CCCC2)cc1 | -5
Cc1ccc2nc(-c3ccc(N)cc3)oc2c1 | 1
COc1ccc(S(=O)(=O)Nc2ccc(Br)cc2C)cc1 | 4
O=C(COc1ccc2ccccc2c1)Nc1ccc(S(=O)(=O)N2CCc3ccccc32)cc1 | -13
Cc1cc(NS(=O)(=O)c2ccc(NC(=O)C(C)C)cc2)nc(C)n1 | -2
CC1(C)CC(=O)C2=C(C1)Nc1[nH]c(=O)[nH]c(=O)c1C2c1ccc(O)cc1 (centres undefined) | -17
O=C(O)C1CSC(c2ccc(Cl)c([N+](=O)[O-])c2)N1 (centres undefined) | -26
O=C(Nc1cccc(C(=O)Nc2cccc(Cl)c2)c1)c1ccc([N+](=O)[O-])cc1 | -3
COc1ccc(/C=N/NC(=O)c2ccc(Br)o2)c(C(=O)O)c1OC | -9
COc1cccc(C2/C(=C(\O)c3ccc(F)cc3)C(=O)C(=O)N2CCCCCC(=O)O)c1 (centres undefined) | 9
O=C1NN(c2ccc(Cl)c(Cl)c2)C(=O)/C1=C/c1ccc(Cl)c([N+](=O)[O-])c1 | 83*
CCc1nnc(NS(=O)(=O)c2ccc(NC(=O)/C=C/c3cccc([N+](=O)[O-])c3)cc2)s1 | -2

Another view of part of the listing above.
SMILES	DUSP3 inh
CC1(C)CC(=O)C2=C(C1)NC1=C(C(=O)CC(C)(C)C1)C2c1ccc2c(c1)OCO2	-5
Cc1cccc(-c2cc(C(=O)Nc3ccccc3C(N)=O)c3ccccc3n2)c1	-6
O=S(=O)(c1ccc(Oc2ccccc2)cc1)N1CCCCCC1	-20
COc1ccc(CN2CCN(C3CCC(c4ccccc4)CC3)CC2)c(OC)c1 (centres undefined)	9
COc1ccccc1OCC(=O)NCCc1nc2ccccc2[nH]1	-7
O=C(COc1ccc(Br)cc1)Nc1cc(Cl)c(Cl)cc1Cl	4
O=C(N/N=C/c1cc([N+](=O)[O-])ccc1O)Nc1ccccc1	-10
COc1ccc(C(=O)NCCSc2ccc(C)cc2)cc1	-8
CCCC(=O)Nc1sc2c(c1C(=O)OCC)CCCC2	6
COc1cccc(-c2nc(-c3ccccc3)no2)c1	-59
COC(=O)C1=C(C)NC(=O)NC1c1ccc(OC(=O)c2cccs2)c(OC)c1 (centres undefined)	-11
O=C(Nc1cccc(-c2nc3ccccc3s2)c1)c1ccc(S(=O)(=O)N2CCCC2)cc1	-5
Cc1ccc2nc(-c3ccc(N)cc3)oc2c1	1
COc1ccc(S(=O)(=O)Nc2ccc(Br)cc2C)cc1	4
O=C(COc1ccc2ccccc2c1)Nc1ccc(S(=O)(=O)N2CCc3ccccc32)cc1	-13
Cc1cc(NS(=O)(=O)c2ccc(NC(=O)C(C)C)cc2)nc(C)n1	-2
CC1(C)CC(=O)C2=C(C1)Nc1[nH]c(=O)[nH]c(=O)c1C2c1ccc(O)cc1 (centres undefined)	-17
O=C(O)C1CSC(c2ccc(Cl)c([N+](=O)[O-])c2)N1 (centres undefined)	-26
O=C(Nc1cccc(C(=O)Nc2cccc(Cl)c2)c1)c1ccc([N+](=O)[O-])cc1	-3
COc1ccc(/C=N/NC(=O)c2ccc(Br)o2)c(C(=O)O)c1OC	-9
COc1cccc(C2/C(=C(\O)c3ccc(F)cc3)C(=O)C(=O)N2CCCCCC(=O)O)c1 (centres undefined)	9

More records:
SMILES | DUSP3 inh
O=C(O)c1ccc(NS(=O)(=O)c2cccc3cccnc23)cc1 | -8
CCc1ccc(-n2c(C)cc(/C=N\NC(=O)c3ccco3)c2C)cc1 | -3
O=C(COc1ccc(Cl)cc1)Nc1ccc(Oc2ccccc2)cc1 | -6
CC(=O)Oc1ccc2nc(-c3ccc(C)c([N+](=O)[O-])c3)oc(=O)c2c1 | -56
CCOC(=O)C1CCN(C(=O)C(c2ccccc2)c2ccccc2)CC1 | -1
Cc1ccc(/C=N/NC(=O)C2(C)CC2(Br)Br)cc1 (centres undefined) | -2
O=C1NC(=S)NC(=O)C1=Cc1ccccc1OCCOc1ccc([N+](=O)[O-])cc1 | 20
CC(=O)CC(=O)Nc1cccc(I)c1 | 25
COc1ccc(C2/C(=C(/O)c3ccccc3)C(=O)C(=O)N2c2cccc([N+](=O)[O-])c2)c(OC)c1 (centres undefined) | -7
CC(=O)NC(c1ccc(N(C)C)cc1)c1c(O)ccc2ccccc12 (centres undefined) | -28
N#C/C(=C(/O)C(c1ccccc1)c1ccccc1)c1nc2ccccc2s1 | -3
C=CCc1cccc2cc(C(=O)NNC(=O)CC#N)c(=O)oc12 | -18
Cc1c(-c2ccc(C=C3C(=O)NC(=S)NC3=O)o2)ccc([N+](=O)[O-])c1C | 52
O=C1NC(=Nc2ccccc2Cl)S/C1=C/c1cc(Br)cc(Cl)c1O | 14
CC(=O)c1cccc(NC(=O)c2cnn3c(C(F)(F)F)cc(-c4cccs4)nc23)c1 | -8
CCN1C(=O)/C(=C/c2nc3ccccc3c(=O)n2-c2cccc(C)c2)c2ccccc21 | -100
CCOc1ccc(N2C(=O)c3ccccc3NC2c2ccc(C)cc2)cc1 (centres undefined) | -12
O=C(c1coc2ccc(O)c(CN3CCOCC3)c12)C1CC1 | 3
CC(=NC#N)C1=C(O)c2ccccc2C1=O | -6
COc1ccc(COC(=O)NNC(=O)c2cccc(Cl)c2)cc1 | -16
CC(C)OC(=O)c1c(-c2ccc(Br)cc2)csc1NC(=O)CCC(=O)O | 9
Cc1cccc(NC(=O)CC2S/C(=N\N=C\c3cccc(O)c3)NC2=O)c1C (centres undefined) | -13
CC(=O)Nc1cccc(-c2nc3cc(C)ccc3o2)c1C | 22
COc1ccc(-c2nnnn2C)cc1S(=O)(=O)Nc1cccc(C(F)(F)F)c1 | -1
COc1ccc(S(=O)(=O)N(CCc2ccccc2)CC(=O)Nc2ccc(F)cc2)cc1OC | -8
O=C(/C=C/c1ccc2c(c1)OCO2)Nc1ccccc1F | -19
CC(=O)CC(=O)Nc1cc(C(F)(F)F)ccc1Cl | -10
O=C(Cc1ccccc1)N1N=CCC1(O)c1ccccc1 (centres undefined) | 4
Cc1cccc(C2=N/C(=C/c3ccc([N+](=O)[O-])cc3)C(=O)N2c2ccc(O)cc2)c1 | -5
COc1ccc(CN2CCN(C3CC4CCC3C4)CC2)c(OC)c1 (centres undefined) | -9
Cc1ccc(NC(=O)c2cc(I)ccc2Cl)c([N+](=O)[O-])c1 | 6
C=CCOC(=O)C1=C(C)NC(C)=C(C(=O)OCC=C)C1c1ccc(C)cc1 | -18
CN(CCCC(=O)O)S(=O)(=O)c1ccc2c(c1)C(=O)c1cc(S(=O)(=O)N(C)CCCC(=O)O)ccc1-2 | -88
NC(=O)C1=CN(Cc2ccccc2)C=CC1 | -3
COC(=O)c1cc(NC(=O)c2ccc(-c3cccc(Cl)c3C)o2)cc(C(=O)OC)c1 | 2
Cc1cccc(C)c1NC(=O)C(=O)NCC1CCCO1 (centres undefined) | -20
O=C1NC(=O)N(c2ccccc2)C(=O)C1C(c1ccccc1)c1ccccc1 (centres undefined) | 77
COc1ccc(/C(N)=N/OC(=O)c2ccc(F)cc2)cc1 | -24
O=C(Nc1ccccc1C(=O)Nc1ccccn1)c1ccc([N+](=O)[O-])cc1 | -11
Cc1cc(C)c2nc3s/c(=C\c4cc(Br)ccc4O)c(=O)n3c2c1 | 0
O=c1[nH]c(=O)n(-c2ccccc2)c(O)c1C(c1cccnc1)c1c(O)n(-c2ccccc2)c(=O)[nH]c1=O | -14
CC1CCN(C(=O)c2ccc(N(C)S(=O)(=O)c3ccccc3)cc2)CC1 | -40
CC1(C)CC(C(CC(=O)O)Cc2ccccc2)CCO1 (centres undefined) | 6
COc1ccc(C(=O)Nc2cccc(-c3nc4ccccc4s3)c2C)cc1 | -22
Cc1cc(C)nc(NS(=O)(=O)c2ccc(N/C=C\C(=O)c3ccc4ccccc4c3)cc2)n1 | 13
Cn1ccnc1SCC(=O)c1ccc(Br)cc1 | -7
COCCCNC(=O)C(=O)NCCc1ccc(OC)cc1 | -14
CC(C)(C)OC(=O)C1C(=O)CC(C)(O)C(C(=O)OC(C)(C)C)C1c1ccccc1 (centres undefined) | 2
O=C(NCC1CCCO1)c1nc2nc(-c3ccccc3)cc(C(F)(F)F)n2n1 (centres undefined) | -4
O=C1C(=O)N(CCCn2ccnc2)C(c2cccc([N+](=O)[O-])c2)/C1=C(\O)c1ccc(Cl)cc1 (centres undefined) | -6
C=CCN1C(=O)/C(=C\c2ccc(N(CC)CC)cc2O)SC1=S | -35
COc1ccc(C(=O)n2cnc3cc(C)c(C)cc32)cc1[N+](=O)[O-] | 18
CCn1c(O)c(C=NCCc2ccc(O)c(O)c2)c2ccccc21 | -24
Cc1cc(OCC(=O)NCc2ccc3c(c2)OCO3)ccc1Br | -16
Cc1cccc(-n2c(C)cc(/C=N\NC(=O)c3cccs3)c2C)c1 | 35
O=C(COc1cccc(Cl)c1)Nc1ccc2c(c1)OCCO2 | -2
O=c1[nH]c(NCCCO)nc2sc3c(c12)CCCC3 | -7
CCOc1ccc(N(CC(=O)N2CCOCC2)S(=O)(=O)c2ccc(SC)cc2)cc1 | -14
O=S(=O)(c1cccc2cccnc12)N1CCCc2ccccc21 | -8
COc1cc(/C=C2/SC(=S)N(CC(=O)Nc3nc4ccccc4s3)C2=O)cc(OC)c1OC | 3

Next part.
SMILES | DUSP3 inh
C=CCOc1ccc(C2C3=C(CC(C)(C)CC3=O)OC3=C2C(=O)CC(C)(C)C3)cc1OCC | -43
CCOC(=O)c1c(C)[nH]c(N=Nc2ccccc2Cl)c1C | -21
O=C(N/N=C/c1ccccc1Br)C(=O)N/N=C/c1ccccc1Br | 6
O=c1ccnc(SCc2ccc(Cl)cc2Cl)[nH]1 | -1
CCOc1ccccc1NC(=O)C1CN(S(=O)(=O)c2ccccc2)CCN1S(=O)(=O)c1ccccc1 (centres undefined) | -8
COCc1cc(CN(C)C2CCCCC2)c(O)c2ncccc12 | 0
COc1ccc(C2CC(=O)C3=C(C2)Nc2ccccc2NC3c2cccc(Br)c2)cc1 (centres undefined) | 1
Cc1ccc(C)c(NC(=O)C2CC3CCC2C3)c1 (centres undefined) | 12
COC(=O)C1=C(C)NC(C)=C(C(=O)OC)C1c1ccc(-c2ccc(Cl)cc2Cl)o1 | 17
Cc1onc(-c2ccccc2Cl)c1C(=O)N[C@@H](C)c1ccccc1 | -8
COC(=O)C(NC(=O)c1ccccc1Br)C(C)C (centres undefined) | -6
Cc1ccc2c(c1)NC(c1cccs1)C1=C(CC(c3ccccc3)CC1=O)N2 (centres undefined) | -2
C/C(=C1/C(=O)N(c2nc3ccccc3s2)N=C1CSc1ccc(Cl)cc1)N1CCOCC1 | 3
CCN(CC)c1ccc(NC(=O)c2ccc(C(C)C)cc2)cc1 | -8
CCCNC1=CC(=O)C(NCCC)=CC1=O | 4
CC(=O)CC(=O)Nc1c(C)cc(C)cc1C | 6
Cc1ccc(C)c(NC(=S)NC(=O)c2ccco2)c1 | 0
Cc1cc(C)cc(N2C(=O)NC(=O)/C(=C\c3cc(C)n(C)c3C)C2=O)c1 | -5
COc1ccc(N(CC(=O)O)S(C)(=O)=O)cc1 | -9
O=C(CN(c1ccc(F)cc1)S(=O)(=O)c1ccccc1)N1CCN(c2ccccc2)CC1 | 0
O=C(N/N=C/c1cc(Br)cc(I)c1O)c1cccc([N+](=O)[O-])c1 | -9
O=C(N/N=C/c1cc(Br)cc(Br)c1O)c1ccc(N2CCCC2=O)cc1 | 3
Cc1ccc(OCC(=O)O/N=C(\N)c2ccc(Cl)cc2)cc1 | -2
Cc1cc(-n2cccn2)nc(-c2ccc(Br)cc2)n1 | 8
COC(=O)c1ccccc1NC(=O)c1ccc2c(c1)OCCO2 | 0
CCOC(=O)C(CC(C)C)NC(=O)/C(=C\c1ccccc1F)NC(=O)c1ccccc1 (centres undefined) | -24
S=C1NCN(Cc2ccccc2)CN1c1ccccc1 | -3
CCc1nnc(NC(=O)CN2CCN(c3ccc([N+](=O)[O-])cc3)CC2)s1 | 1
COc1cccc(-c2nc3cc(NC(=O)c4ccc(Br)o4)ccc3o2)c1 | 5
COc1ccc(Cl)cc1C(=O)Nc1sc(C)c(C)c1C#N | 59
Cn1c(/C=N/c2nc3ccccc3n2C)nc2ccccc21 | -12
O=C(Nc1ccc(F)c([N+](=O)[O-])c1)c1ccc(Br)o1 | -19
FC(F)(F)c1ccc2nnc(-c3ccc(Br)cc3)n2c1 | -9
Cc1ccc(C(=O)N(Cc2ccccc2)Cc2ccccc2)cc1[N+](=O)[O-] | -10
CC(C)C(C(=O)O)N1C(=O)/C(=C/c2ccc(O)cc2)SC1=S (centres undefined) | -24
